High-throughput results: PubChem, several laboratories
Autofluor 339 = intrinsic fluorescence of library compounds, ex339/em460 – biochemical, MLSMR library, data from DPM-DC assay, artefact control, profiling panel; 65,000 tested, 5.5% active; compound autofluorescence, ex339/em460 nm, NADH buffer; hits give high values; 1 = no-compound wells, NADH background; fluorescence fold increase at 10 µM;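 active means at 10 µM, mean starting fluorescence two-fold or more over control wells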;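 further: signal is the first read of a kinetic run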
5HT1E ag = agonists of human 5-HT1E serotonin receptor | CHO 5-HT1E Ga15 NFAT-bla reporter, FRET; 0% DMSO wells, 100% control agonist wells | activation, % at 6 µM | 65,000 tested, 0.69% active | AID 574;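 active means activation above a set limit, the screen-wide mean activation plus 3 SD, cut at about 8.5% in these data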;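 further: 100% = positive control agonist at 1 µM giving full maximal response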
5-HT1A blocker = antagonists of human 5-HT1a serotonin receptor; AID 612; 62,000 tested, 0.68% active; CHO 5-HT1a Ga15 NFAT-bla reporter, antagonist mode; P08908; inhibition, % at 10 µM;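 active means inhibition above the mean of all tested compounds plus 3 SD, cut at about 43% in these data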;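 further: receptor stimulated by 5-CT agonist at 100 nM near EC80; beta-lactamase reporter measured by ratiometric fluorescence of a cleavable substrate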
Target sequence (P08908 whole entry, looked up): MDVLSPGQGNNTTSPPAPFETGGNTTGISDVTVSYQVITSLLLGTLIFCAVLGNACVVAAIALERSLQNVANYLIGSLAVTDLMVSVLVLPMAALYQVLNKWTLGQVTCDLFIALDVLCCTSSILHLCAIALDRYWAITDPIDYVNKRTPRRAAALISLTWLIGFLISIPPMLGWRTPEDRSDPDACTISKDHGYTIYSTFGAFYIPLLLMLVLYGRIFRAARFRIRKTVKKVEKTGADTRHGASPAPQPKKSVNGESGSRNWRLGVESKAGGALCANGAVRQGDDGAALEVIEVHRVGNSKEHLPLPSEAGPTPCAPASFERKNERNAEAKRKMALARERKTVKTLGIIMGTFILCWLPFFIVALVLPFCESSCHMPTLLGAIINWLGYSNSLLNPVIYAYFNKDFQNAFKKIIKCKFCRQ
Abs 340nm = compound absorbs light at 340 nm | compound absorbance at 340 nm, fold over control | fold change at 10 µM | 65,000 tested, under 10 active | AID 708;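 active means at 10 µM dose, initial 340 nm absorbance at least 2 fold that of control wells; inactive means change under 2 fold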;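 further: initial absorbance extrapolated from kinetic A340 decline of NADH oxidation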
S1P1 ag-PAM = agonists and agonism potentiators of human S1P1 receptor; P21453; S1P1 CRE-bla cells, forskolin, beta-lactamase FRET, potentiator mode; S1P1 agonist co-added at EC20, 2 nM; 100% = saturating reference agonist, 0% = basal; activation, % at 9.5 µM; 56,000 tested, 0.57% active; AID 449;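 active means activation above a cutoff set at the mean activation of all tested compounds plus 3 SD, cut at about 54% in these data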;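 further: forskolin at 4 µM as EC80 and the EC20 agonist is SEW2871; 100% = SEW2871 at its EC100 plus forskolin at EC80; some compounds past the cut are filed as inactive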
Target sequence (P21453 whole entry, looked up): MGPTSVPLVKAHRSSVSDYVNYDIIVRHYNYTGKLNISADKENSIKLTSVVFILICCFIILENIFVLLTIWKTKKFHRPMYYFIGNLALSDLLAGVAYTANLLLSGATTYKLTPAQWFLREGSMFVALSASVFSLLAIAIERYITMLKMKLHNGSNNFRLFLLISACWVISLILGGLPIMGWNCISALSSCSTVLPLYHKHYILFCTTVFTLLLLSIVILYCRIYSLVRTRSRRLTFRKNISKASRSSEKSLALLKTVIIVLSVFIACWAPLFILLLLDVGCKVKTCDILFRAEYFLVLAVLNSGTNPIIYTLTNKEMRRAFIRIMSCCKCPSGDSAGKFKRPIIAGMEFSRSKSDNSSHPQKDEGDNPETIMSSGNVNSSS
S1P3 ag = activates the human S1P3 receptor; Q99500; S1P3 NFAT-BLA reporter cells, agonism, FRET ratio; relative to 1 µM S1P, basal subtracted; activation, % at 4.5 µM; 60,000 tested, 0.1% active;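 active means activation above the screen-wide mean plus 3 SD, cut at about 4.5% in these data, passing the limit was not always enough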; further: some compounds called inactive have numbers as strong as hits
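Assay system: CHO cells stably expressing human S1P3, Gα16 and NFAT-β-lactamase reporter. Timing: overnight plating, 4 h compound 37 °C, 2 h substrate RT. Signal: β-lactamase FRET emission ratio 460/535 nm. Measure: percent activation versus median 1 µM S1P response, basal-subtracted, per plate. Repeats: primary screen single test, confirmation screen in triplicate.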
MMP-13 inhibitor = blocks human MMP13 activity. P45452. MMP-13 fTHP FRET cleavage, Mca fluorescence. inhibition, % at 4 µM. 65,000 tested, 0.07% active. AID 570;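 active means inhibition above the mean of compound-free control plate wells plus 3 SD, cut at about 14% in these data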;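 further: 0% = DMSO wells and 100% = wells with reference MMP-13 inhibitor after basal subtraction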
Her2 expr inh = Her2 kinase expression inhibition. P04626. SKBR-3 HER2 protein level, AlphaScreen, 18-24 h; hits give low values. HER2 level % of control, % at 10 µM. 65,000 tested, 0.69% active. AID 645;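 active means HER2 level under 5% of the carrier-only control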;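 further: 100% = DMSO carrier and 0% = 500 nM PU-H71 HSP90 inhibitor; lower value means stronger loss of Her2 protein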
5HT1E antag = antagonists of human 5-HT1E serotonin receptor; P28566; CHO 5-HT1E Ga15 NFAT-bla reporter, FRET, antagonist; inhibition, % at 6 µM; 65,000 tested, 0.99% active; AID 571;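 active means inhibition above a set limit, the mean inhibition across every tested compound plus 3 SD, cut at about 29% in these data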;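 further: signal is the 460 over 535 nm emission ratio of beta-lactamase substrate; 0% = agonist plus DMSO wells and 100% = wells without agonist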
* = called active by the depositor; x = not tested or not shown; [ ] = dose if it differs, or a comment. The order is random; about 8.5% have a hit in one of these screens.

SMILES	Autofluor 339	5HT1E ag	5-HT1A blocker	Abs 340nm	S1P1 ag-PAM	S1P3 ag	MMP-13 inhibitor	Her2 expr inh	5HT1E antag
O=c1c2c3c(sc2n2cnnc2n1CCc1ccccc1)CCCC3	1	-0.1	-12	0.98	x	-0.4	2	119	3
O=C(CSc1nnc(C2COc3ccccc3O2)o1)NC1CCCCC1 (configuration not stated)	1.1	0.4	-6	1	1	-0.5	-6	48	2
COc1ccc2nc(NC(=O)CSc3nc4ccccc4o3)sc2c1	1.2	1.2	-7	1.1	12	-0.9	2	81	18
CC1CCCN(C(=O)C(Cc2ccccc2)n2cccc2)C1 (configuration not stated)	1.1	0.5	5	1	-8	0.4	0	85	-2
Cc1cc(C(F)(F)F)nn1CC(=O)N1CCCC1	1.1	0.4	10	1	x	-0.4	2	73	-3
COc1ccc(NC(=O)c2ccc3c(=O)n(Cc4ccco4)c(=S)[nH]c3c2)c(OC)c1	1.1	0.3	24	1.1	9	-0.7	3	60	9
COc1ccc(OC)c(N(CC(=O)Nc2ccc(NC(C)=O)cc2)S(C)(=O)=O)c1	1.1	-0.4	-14	1	-6	0.8	2	82	-12
COc1ccc(C(=O)NCc2cn3c(C)csc3n2)cc1OC	1.1	1.2	11	1	-15	9.2	3	62	1
CCn1c(SCC(=O)Nc2ccccc2C(=O)OC)nnc1-c1ccoc1C	1.1	-0.6	1	0.99	-30	4.2	1	94	-21
Cc1nc2sc(C(c3ccco3)N3CCN(c4ccccc4)CC3)c(O)n2n1 (configuration not stated)	1.1	0.2	-6	1.1	-14	-0.9	-10	116	10
Cc1ccc(NC(=O)CS(=O)(=O)c2cn(C)c3ccccc23)c(C)c1	1.1	0.1	7	1	17	-0.2	3	58	1
CC(C)(C)n1nc2c(c1NC(=O)c1ccc(S(=O)(=O)N3CCCC3)cc1)CS(=O)C2 (configuration not stated)	1	0.1	9	1	10	-0.5	0	97	4
CCOCCOC(=O)COc1ccc(N2C(=O)c3ccccc3C2=O)cc1	1.1	0.9	8	1	-4	-1.5	2	59	1
COc1ccc(-n2nnc3c(SCC(=O)NCC4CCCO4)ncnc32)cc1 (configuration not stated)	1.1	-1.2	10	1	28	-0.9	0	-0.9*	6
CC1(C)CC(=O)C(C=Nc2cccnc2)=C(O)C1	0.99	0.4	34	1.2	-7	-1.9	2	74	33*
O=C(CN1C(=O)NC2(CCc3ccccc32)C1=O)Nc1cc(C(F)(F)F)ccc1N1CCOCC1 (configuration not stated)	1	-0.1	-6	1	1	0.8	-3	76	-8
N#CC1=C2SCN(Cc3ccccc3)CN2C(=O)CC1c1cccs1 (configuration not stated)	1	0.5	-2	1.1	1	0.0	3	135	-2
Cn1c(C(=O)N(Cc2ccccc2)Cc2cccs2)cc2sccc21	1	0.0	43*	0.99	-11	-0.7	6	70	9
COc1ccc(S(=O)(=O)Nc2ccccn2)cc1OC	1.1	-1.4	-2	1.1	x	-0.8	4	69	10
CCn1cnc2c1c(=O)n(Cc1csc(-c3ccccc3)n1)c(=O)n2Cc1ccccc1	1.1	2.1	-9	1	-34	0.9	-6	94	-15
CC(OC1=CC(=O)CCC1)C(=O)c1ccccc1 (configuration not stated)	1	0.8	-14	0.99	-22	1.3	4	133	-9
Cc1ccc(Cn2c(Sc3nnc(C)s3)nc3c2c(=O)[nH]c(=O)n3C)cc1	1	-0.2	-4	1	1	-1.0	2	118	41*
CCOC(=O)Nc1ccc2c(c1)N(C(=O)N(C)C)c1ccccc1CC2	1.1	-0.1	18	1	-15	-1.1	2	96	6
Cn1cnnc1SCC(=O)Nc1ccccc1C(=O)NC1CCCC1	1.1	-0.3	8	0.98	-3	0.4	0	103	-1
COc1ccccc1-c1nnc2n1N=C(C)CS2	1.1	0.1	9	1	1	-0.6	3	92	2
O=C1NC(c2cccs2)Nc2sc3c(c21)CCCC3 (configuration not stated)	1.4	1.7	5	1	-10	-0.2	-5	88	-4
COC(=O)CCC(=O)Nc1sc(C)c(C)c1C(N)=O	1.1	-0.1	-6	1	0	-0.9	3	78	3
O=C(O)c1ccc(S(=O)(=O)c2ccc3c(c2)C(=O)N(CC2CCCO2)C3=O)cc1 (configuration not stated)	1.1	0.9	-17	1	-29	0.2	0	66	1
Cc1cc2ncn(CC(O)COc3cccc(C(=O)O)c3)c2cc1C (configuration not stated)	1.1	0.1	1	1	7	-1.0	0	91	-3
O=C(Nc1nc(-c2cc3ccccc3oc2=O)cs1)c1ccco1	2.1*	-0.1	13	1.1	3	-2.0	-44[fluorescence artefact?]	92	-1
CCC(=Nc1ccc(Cc2ccncc2)cc1)c1c(O)n(C)c(=O)n(C)c1=O	1.1	-0.3	-9	1.1	3	-1.2	1	97	5
CCOC(=O)c1nnn(-c2nonc2N)c1COc1cc(C)c(Cl)c(C)c1	1.1	-0.8	49*	1	-8	-1.6	4	87	12
Cc1[nH]c(=O)[nH]c(=O)c1S(=O)(=O)N1CCCC1	1.1	-0.4	x	1	-3	-5.0	6	116	-1
Cc1cc(C(=O)NC(C)c2ccncc2)cs1 (configuration not stated)	1.1	-0.4	-2	1.1	-8	-0.5	1	108	0
COc1ccccc1OCC(=O)Nc1ccc(S(=O)(=O)Nc2nc(C)cc(C)n2)cc1	1	1.0	-17	1	3	-0.1	2	125	-6
COc1ccc(S(=O)(=O)N2CCC(N3CCCCC3)CC2)cc1	1.1	-0.9	x	1	9	-3.5	-3	110	3
CCn1c(C2CC(=O)N(c3ccc(C)c(C)c3)C2)nc2ccccc21 (configuration not stated)	1.1	0.1	0	1.1	12	-1.0	4	113	-16
Cc1ccc(C2CC(C(F)(F)F)n3nc(C(=O)NCc4c(C)nn(C)c4C)c(Cl)c3N2)cc1 (configuration not stated)	1.2	0.8	-12	1	20	-0.8	2	101	-3
COC(=O)CN(c1cc(C(F)(F)F)ccc1Cl)S(C)(=O)=O	1.1	0.6	4	1	-9	0.3	3	68	4
CCc1c(C)nc2ncnn2c1N1CCCC(C(=O)NCc2ccco2)C1 (configuration not stated)	1.1	-0.9	-19	1.1	x	x	0	91	5

The list goes on; it opens with the 2 that closed the last part.
SMILES	Autofluor 339	5HT1E ag	5-HT1A blocker	Abs 340nm	S1P1 ag-PAM	S1P3 ag	MMP-13 inhibitor	Her2 expr inh	5HT1E antag
COC(=O)CN(c1cc(C(F)(F)F)ccc1Cl)S(C)(=O)=O	1.1	0.6	4	1	-9	0.3	3	68	4
CCc1c(C)nc2ncnn2c1N1CCCC(C(=O)NCc2ccco2)C1 (configuration not stated)	1.1	-0.9	-19	1.1	x	x	0	91	5
Cc1ccccc1NC(=O)c1ocnc1C	1	0.2	-2	1	-8	-0.6	7	108	4
Oc1ccc(CN2CCCc3ccccc32)c2cccnc12	1.1	1.1	13	1	-19	-0.6	2	30	5
CCC(=O)Nc1ccc(NC(=O)CN2CCCC(C)C2)c(Cl)c1 (configuration not stated)	1.1	1.3	-13	1.1	6	0.7	1	103	-7
O=C(Cn1cnc2c(nnn2-c2ccc(F)cc2)c1=O)N1CCCC1	1.1	-0.3	-9	0.97	-24	-1.4	2	96	-5
CC(=N)C1=C(O)CC(C)(C)CC1=O	1.1	-1.0	2	1	x	-0.8	2	92	3
O=C(C1Cc2ccccc2CN1S(=O)(=O)c1ccc(F)cc1)N1CCCCC1 (configuration not stated)	1.1	-0.8	-3	1	-10	-0.1	-5	90	-11
CN1CCN(c2ccccc2NC(=O)c2cccc(OCc3ccccc3)c2)CC1	1.1	0.0	11	0.98	-21	-1.0	4	61	1
CC(NC(=O)Nc1cccnc1)(C(F)(F)F)C(F)(F)F	1	-0.7	x	1	-15	-4.4	1	193	6
CCN(CC)c1nc2nonc2nc1N(CC)CC	1	0.0	14	1.1	2	-0.1	-14	57	-10
Clc1ccc(Cl)c2sc(N3CCOCC3)nc12	1.2	1.2	-13	0.99	-26	-0.8	-1	67	4
CCCC(=O)Nc1cccn(Cc2ccccc2Br)c1=O	1.1	0.3	3	1	1	-0.4	-1	85	13
CCOc1ccccc1N1Cc2cc(C)c(C)cc2C1	1	0.4	8	1	8	-1.5	-3	74	0
COc1ccc(NC(=O)c2cccnc2N2CCCCC2)cc1	1	0.1	12	1	x	-0.3	2	127	10
O=C(CN(C(=O)CNC(=O)c1ccco1)c1ccc2c(c1)OCO2)NC1CCCCC1	1.1	-0.1	7	1	-9	-0.1	-1	75	-1
O=C1C2C(C(=O)N1c1ccncc1)C1C=CC2C12CC2 (configuration not stated)	1.1	-0.2	0	1	18	-0.5	4	89	2
O=C(CCc1ccccc1)Nc1nnc(-c2cccs2)o1	1.6	1.5	11	1.1	-7	-1.1	-6	101	-8
N#C/C(=C1/CCCCCN1)c1nc2ccccc2s1	1.1	-0.5	12	1.1	7	0.1	-4	92	-1
CSc1nnc2c(n1)OC(c1cccn1C)N(C(C)=O)c1ccccc1-2 (configuration not stated)	1.1	-0.1	2	1.1	8	-1.3	1	76	1
CCOC(=O)C(C)Sc1nc2c(cnn2-c2ccc(C)cc2)c(=O)[nH]1 (configuration not stated)	1	-0.1	26	0.98	7	-0.4	2	49	5
COc1nc(-c2ccccc2)ccc1-c1noc(-c2ccccc2F)n1	3.9*	0.9	-16	1.1	7	-0.6	-1	109	-12
CCC(C(=O)NC1CCCC1)N(C(=O)Cn1nnc(-c2ccc(OC)c(OC)c2)n1)C1CCCCC1 (configuration not stated)	1.1	-0.3	24	1	18	-0.3	-1	77	23
Cc1ccc(S(=O)(=O)c2c(C)nn(C(C)(C)C)c2OC(=O)C2CCCC2)cc1	1.1	-0.5	20	0.99	-22	-0.1	2	75	-11
Cc1ccc2nc(SCC(=O)NC(=O)NCc3ccco3)[nH]c2c1	0.99	0.1	15	0.99	6	-0.3	1	78	7
CCn1cc(SCC(N)=O)c2ccccc21	1	0.9	-5	1	-16	-0.4	1	90	-16
CC(=O)Nc1nc2n(n1)C(c1ccc(Cl)cc1)C=C(C)N2 (configuration not stated)	4.9*	0.1	-2	1	-5	-0.6	-217[fluorescence artefact?]	88	9
O=C(NCc1cccs1)c1nn2cccnc2c1Cl	1.1	0.2	-10	1	-7	-0.8	4	113	11
CCCCOc1ccc(C(=O)Nc2ccc(N3CCN(C(C)=O)CC3)cc2)cc1	1.1	1.2	x	1	1	-0.8	3	115	-12
CCc1c(C)sc(NC(=O)c2ccco2)c1C(=O)N1CCOCC1	1.1	-0.8	-1	1.1	-14	-1.0	1	103	-8
O=C(c1ccco1)N1CCN(CC(=O)N2CCCc3c2c(=O)oc2ccc(O)cc32)CC1	1.1	-0.3	2	1.1	-7	-0.3	1	89	-10
CCOC(=O)Nc1ccc2c(c1)N(C(=O)CN1CCN(C)CC1)c1ccccc1S2	1	0.0	15	0.99	6	-0.7	1	127	2
Cc1cc(C)c2nc3s/c(=C/c4ccc5c(c4)n(C)c(=O)n5C)c(=O)n3c2c1	1.1	-0.7	4	1.1	-20	-0.4	-1	85	8
Cn1cccc1Cc1nnc(SCC(=O)N2CCc3ccccc32)n1CCc1ccccc1	1.1	0.3	-5	1	16	-0.1	6	90	-8
